Screens as filed in PubChem.
MEP2-GFP yeast = alters MEP2-GFP fluorescence in TOR pathway yeast screen; hit rate 0.51% among 330,000; AID 2016; S. cerevisiae MEP2-GFP strain, flow cytometry GFP, 3 h; 100% = DMSO control level; GFP response vs DMSO, % at 10 µM;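 active = GFP response versus DMSO above a set limit, roughly screen mean plus 3 SD, cut at about 180% in these data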;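 also: median GFP fluorescence of the barcode-gated MEP2-GFP cells per well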
AGP1 TOR yeast = alters AGP1-GFP fluorescence in TOR pathway yeast screen; S. cerevisiae AGP1-GFP multiplex flow cytometry, 3 h; GFP as percent of DMSO wells; GFP response vs DMSO, % at 10 µM; hit rate 0.02% among 320,000; AID 2066;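 active = GFP response relative to DMSO above a set limit, near screen average plus 3 SD, cut at about 150% in these data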;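 also: median GFP channel fluorescence of the gated AGP1 strain per well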
RPL19A TOR yeast = yeast TOR pathway RPL19A-GFP modulation; S. cerevisiae RPL19A-GFP strain, flow cytometry, 3 h; hits give low values; percent response vs DMSO, % at 10 µM; hit rate 0.3% among 330,000;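 active = percent response vs DMSO below 50%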;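 also: median channel GFP fluorescence of the barcoded RPL19A-GFP strain; ratio of sample median GFP to plate DMSO average so 100% = DMSO; lower means less RPL19A-GFP as with rapamycin TOR inhibition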
VLA-4 inh = inhibition in a human VLA-4 binding assay | VLA-4 expressing cells, ligand binding flow cytometry | inhibition, % (about 7 µM as worked out from the volumes in the protocol) | hit rate 0.2% among 330,000; in the data active = inhibition above about 50%
CIT2-GFP yeast = modulators of TOR pathway CIT2-GFP in S. cerevisiae; AID 2029; hit rate 0.065% among 320,000; GFP response vs DMSO, % at 10 µM; S. cerevisiae CIT2-GFP strain, flow cytometry, 3 h; 100 means same as DMSO wells;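 active = GFP response relative to DMSO above a set limit, near the screen mean plus 3 SD, cut at about 150% in these data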;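 also: ratio of well median GFP fluorescence to mean of DMSO wells on the plate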
GRK2 inh = inhibitors of human GRK2 displacing RNA aptamer; hit rate 0.59% among 330,000; bead flow cytometry, FAM-aptamer displacement from GRK2; AID 488847; inhibition of aptamer binding, % at 10 µM;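 active = inhibition of aptamer binding above 40%, roughly 3 SD of noise, on plates passing a quality check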;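 also: median bead fluorescence of bound FAM aptamer so fluorescent compounds give negative values; no value below 0 was filed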
Target sequence (P25098 whole entry, looked up): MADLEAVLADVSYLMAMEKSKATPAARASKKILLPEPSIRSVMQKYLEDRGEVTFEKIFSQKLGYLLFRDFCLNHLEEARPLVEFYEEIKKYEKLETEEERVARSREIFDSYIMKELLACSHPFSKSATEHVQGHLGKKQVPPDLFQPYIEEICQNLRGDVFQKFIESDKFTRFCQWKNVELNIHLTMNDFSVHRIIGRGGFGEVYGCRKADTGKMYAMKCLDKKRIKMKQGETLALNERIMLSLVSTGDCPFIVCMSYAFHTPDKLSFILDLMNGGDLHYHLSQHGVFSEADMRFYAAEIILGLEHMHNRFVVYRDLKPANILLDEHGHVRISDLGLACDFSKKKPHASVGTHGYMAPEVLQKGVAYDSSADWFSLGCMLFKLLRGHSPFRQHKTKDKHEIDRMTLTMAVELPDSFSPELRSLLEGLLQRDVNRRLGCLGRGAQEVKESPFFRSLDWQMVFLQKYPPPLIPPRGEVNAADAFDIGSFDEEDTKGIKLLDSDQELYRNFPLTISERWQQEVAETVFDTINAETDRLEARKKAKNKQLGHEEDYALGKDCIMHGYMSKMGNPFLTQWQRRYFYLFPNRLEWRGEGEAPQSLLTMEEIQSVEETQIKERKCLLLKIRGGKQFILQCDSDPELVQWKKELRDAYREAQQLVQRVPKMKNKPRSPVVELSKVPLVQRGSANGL
Yeast superoxide = lowers age-related superoxide in aged yeast cells; S. cerevisiae aged cells, superoxide DHE fluorescence; hits give low values; superoxide response (% of plate mean), % at 10 µM; hit rate 0.18% among 330,000; AID 2690;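 active = superoxide response under a set limit, about three screen SD below normal, cut at about 65% in these data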;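 also: yeast aged for seven days with compound at 30 °C before DHE staining; 100% = average MFI of all compound-treated wells on the plate with controls excluded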
LAP4 TOR yeast = yeast TOR pathway LAP4-GFP modulation | hit rate 0.34% among 320,000 | GFP response vs DMSO, % at 10 µM | S. cerevisiae LAP4-GFP multiplex, flow cytometry GFP, 3 h; median GFP as percent of DMSO wells;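 active = GFP response vs DMSO above a set limit, about the screen mean plus 3 SD, cut at about 150% in these data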
Starred values were filed as active, the others as inactive; i = inactive; x = no result given.

molecule	MEP2-GFP yeast	AGP1 TOR yeast	RPL19A TOR yeast	VLA-4 inh	CIT2-GFP yeast	GRK2 inh	Yeast superoxide	LAP4 TOR yeast
CC1CC(C)CN(S(=O)(=O)N2CCC(C(=O)NCCc3ccccc3)CC2)C1 (stereo not drawn)	109	105	104	15	110	0	112	98
O=C(CN1C(=O)/C(=C/c2ccccc2F)SC1=S)NC1C=CS(=O)(=O)C1 (stereo not drawn)	120	106	106	-6	106	32	102	100
O=C1OC(c2ccco2)=N/C1=C\c1ccc(-c2cccc(C(F)(F)F)c2)o1	105	100	108	-7	97	8	125	100
O=C(Cn1cnc2c(nnn2-c2ccc(F)cc2)c1=O)NCc1ccco1	101	100	100	22	103	0	90	98
CCOc1ccc(-c2c(=O)n(OCc3ccc([N+](=O)[O-])cc3)c3ccccc3[n+]2[O-])cc1	101	96	102	-3	107	0	97	92
CNC1(C(N)=O)CCNCC1	109	91	104	-3	100	11	106	83
CCOC(=O)Cc1csc(CC(N)=O)n1	110	108	98	-1	95	0	94	107
COc1cccc(NC(=O)CN2C(=O)NC(C)(CCC(C)C)C2=O)c1 (stereo not drawn)	104	107	101	7	107	0	106	100

6 entries from above, reformatted.
Values run as follows: MEP2-GFP yeast | AGP1 TOR yeast | RPL19A TOR yeast | VLA-4 inh | CIT2-GFP yeast | GRK2 inh | Yeast superoxide | LAP4 TOR yeast
- O=C(CN1C(=O)/C(=C/c2ccccc2F)SC1=S)NC1C=CS(=O)(=O)C1 (stereo not drawn)
  120 | 106 | 106 | -6 | 106 | 32 | 102 | 100
- O=C1OC(c2ccco2)=N/C1=C\c1ccc(-c2cccc(C(F)(F)F)c2)o1
  105 | 100 | 108 | -7 | 97 | 8 | 125 | 100
- O=C(Cn1cnc2c(nnn2-c2ccc(F)cc2)c1=O)NCc1ccco1
  101 | 100 | 100 | 22 | 103 | 0 | 90 | 98
- CCOc1ccc(-c2c(=O)n(OCc3ccc([N+](=O)[O-])cc3)c3ccccc3[n+]2[O-])cc1
  101 | 96 | 102 | -3 | 107 | 0 | 97 | 92
- CNC1(C(N)=O)CCNCC1
  109 | 91 | 104 | -3 | 100 | 11 | 106 | 83
- CCOC(=O)Cc1csc(CC(N)=O)n1
  110 | 108 | 98 | -1 | 95 | 0 | 94 | 107

Given with two lines to a compound: part of the list above.
Values in the order: MEP2-GFP yeast, AGP1 TOR yeast, RPL19A TOR yeast, VLA-4 inh, CIT2-GFP yeast, GRK2 inh, Yeast superoxide, LAP4 TOR yeast
CNC1(C(N)=O)CCNCC1
    109, 91, 104, -3, 100, 11, 106, 83
CCOC(=O)Cc1csc(CC(N)=O)n1
    110, 108, 98, -1, 95, 0, 94, 107

The main list resumes, repeating the 2 entries before the break.
molecule	MEP2-GFP yeast	AGP1 TOR yeast	RPL19A TOR yeast	VLA-4 inh	CIT2-GFP yeast	GRK2 inh	Yeast superoxide	LAP4 TOR yeast
CCOC(=O)Cc1csc(CC(N)=O)n1	110	108	98	-1	95	0	94	107
COc1cccc(NC(=O)CN2C(=O)NC(C)(CCC(C)C)C2=O)c1 (stereo not drawn)	104	107	101	7	107	0	106	100
COc1ccc(C(=O)CN2C(=O)c3ccccc3S2(=O)=O)cc1	89	91	91	1	85	1	94	102
COC(=O)Cn1c(=O)n(CCc2ccccc2)c(=O)c2c3c(sc21)CCCC3	91	97	98	9	88	0	102	99
COc1ccc(CNS(=O)(=O)c2ccc3c(c2)CCN3C(=O)C2CCC2)cc1	98	107	100	4	99	2	97	105
CC(=O)c1ccc(S(=O)(=O)N2CCN(C(=O)CSc3ccc(F)cc3)CC2)cc1	105	100	103	-2	117	1	86	98
CCCCCOC(=O)Cc1c(O)c2ccccc2[nH]c1=O	89	85	97	4	106	0	113	91
Nc1c(C(=O)NCc2ccc3c(c2)OCO3)nnn1Cc1ccc(Br)cc1	97	105	105	4	88	2	89	91
Cc1ccc2[nH]c3c(=O)n(CC(=O)N4CC(C)CC(C)C4)ncc3c2c1 (stereo not drawn)	104	90	99	13	97	6	93	90
COc1ccc(S(=O)(=O)NCC(=O)NCc2cc(=O)n(C)c(=O)n2C)cc1C	100	97	94	4	103	0	105	95

More results follow.
molecule	MEP2-GFP yeast	AGP1 TOR yeast	RPL19A TOR yeast	VLA-4 inh	CIT2-GFP yeast	GRK2 inh	Yeast superoxide	LAP4 TOR yeast
Cn1c(Cn2nnc3ccccc32)nnc1SCC(=O)Nc1ccc2c(c1)OCO2	106	104	103	25	106	0	80	98
COc1cccc2c(=S)c(CCC(C)=O)c(C)[nH]c12	98	99	100	3	89	0	106	105
Cc1sc(NC(=O)C2=COCCO2)nc1-c1ccc(Cl)cc1	100	110	106	10	96	0	80	130
CCCc1nnc(NC(=O)Cn2c(=O)oc3ccccc32)s1	93	94	94	16	90	3	108	95
Cc1ccc(Cc2cc(-c3ccc(C)cc3)n[nH]c2=O)cc1	87	99	96	10	96	0	103	102
CC(=O)NS(=O)(=O)c1ccc(NC(=S)NC(=O)C(C)C)cc1	110	107	103	25	100	4	104	103
S=C1NNC2(NN1)C1CC3CC(C1)CC2C3	98	100	101	4	105	1	96	104
CSc1ccccc1C(=O)Nc1ccc(C)c(C)c1	96	89	99	4	91	3	144	95

Remaining list, next part.
molecule	MEP2-GFP yeast	AGP1 TOR yeast	RPL19A TOR yeast	VLA-4 inh	CIT2-GFP yeast	GRK2 inh	Yeast superoxide	LAP4 TOR yeast
COc1ccccc1CNC(=O)[C@H](C)NC(=O)C1CCN(C(=O)[C@@H](N)C(C)C)CC1	98	102	99	32	102	0	94	103
Cn1c(CNS(=O)(=O)c2ccc(Cl)cc2)cc(=O)n(C)c1=O	98	102	98	-120	97	4	92	96
CCCCNC(=O)Cn1c2c(c(-c3ccccc3Cl)cc1=O)CCC2	100	103	104	4	98	2	104	107
O=C(O)CSC(NC(=O)c1cccnc1)(C(F)(F)F)C(F)(F)F	100	110	107	8	101	1	102	107
O=C(Nc1ccccc1F)C1(c2ccccc2)CC1(Cl)Cl (stereo not drawn)	93	87	98	-14	99	0	90	85
COc1cc(/C=C/C(=O)OCC(=O)c2c[nH]c3ccccc23)ccc1OC(F)F	103	96	101	-7	102	4	102	90
O=C(Nc1ccc(F)cc1)c1ccc(-n2ccnc2)nc1	105	107	106	14	103	0	97	104
C=CCS/C(N)=N\N=C\c1c(O)ccc2ccccc12	98	90	98	0	91	0	121	106

The list goes on:
molecule	MEP2-GFP yeast	AGP1 TOR yeast	RPL19A TOR yeast	VLA-4 inh	CIT2-GFP yeast	GRK2 inh	Yeast superoxide	LAP4 TOR yeast
O=C1OCCN1C(=O)[C@H]1[C@H](c2ccc(F)cc2)C(c2ccc(F)cc2)=NN1c1ccccc1	92	83	106	0	71	2	103	109
CC(C)C(c1nnnn1Cc1ccc2c(c1)OCO2)N1CCN(C)CC1 (stereo not drawn)	106	110	100	26	105	22	86	96
Cc1nc(C)c(-c2ccc(SCC(=O)Nc3ccccc3)nn2)s1	85	81	96	3	84	0	97	76
NC(=O)[C@@H]1CC2(CC(c3cccc(NC(=O)CC(c4ccccc4)c4ccccc4)c3)=NO2)CN1C(=O)COc1ccc(Cl)cc1 (stereo partly drawn)	92	85	100	-9	80	6	105	97
O=C1S/C(=C\c2ccccc2)C(=O)N1CC(O)Cn1c2ccccc2c2ccccc21 (stereo not drawn)	97	95	92	-145	95	1	113	99
O=C(COc1ccc(NC(=O)c2ccccc2[N+](=O)[O-])cc1)c1ccc(F)cc1	99	102	98	12	97	3	85	97
O=C(CSc1cccc[n+]1[O-])Nc1ccc(C(F)(F)F)cc1[N+](=O)[O-]	101	99	108	11	108	4	121	98
COC(=O)Cn1cnc2c(cnn2-c2ccc(OC)cc2)c1=O	102	104	99	13	97	2	103	103

(continued)
molecule	MEP2-GFP yeast	AGP1 TOR yeast	RPL19A TOR yeast	VLA-4 inh	CIT2-GFP yeast	GRK2 inh	Yeast superoxide	LAP4 TOR yeast
CCN(C(=O)COc1cc(OC)ccc1C(C)=O)C1CCS(=O)(=O)C1 (stereo not drawn)	92	96	98	24	95	0	104	84
CC1CCN(C(=O)COc2ccc(S(=O)(=O)N3CCCC3)cc2)CC1	110	106	104	1	105	2	105	96
CCc1ccc(NC(=O)C2=CC(c3cccs3)=NS(=O)(=O)N2C)cc1	97	100	96	-24	98	3	96	98
CCN(CC)CCNc1ncnc2c1sc1nc(N3CCCC3)c3c(c12)CC(C)(C)OC3	105	100	101	18	103	0	107	100
c1ccc(C2CNCCc3ccccc32)cc1 (stereo not drawn)	97	100	101	4	96	0	102	105
Cc1cc2c(c(=O)n1C1CC1)C(c1cccc(Cl)c1)C(C#N)=C(N)O2 (stereo not drawn)	102	104	105	i	105	93*	109	100
CC(=O)N1[C@H](Cc2ccccc2)C=C[C@]1(C)C(=O)NCCN1CCOCC1	100	101	100	5	106	0	100	96
CCOC(=O)Cc1csc(NS(=O)(=O)c2cccc([N+](=O)[O-])c2)n1	107	100	107	1	105	4	88	93

(more compounds)
molecule	MEP2-GFP yeast	AGP1 TOR yeast	RPL19A TOR yeast	VLA-4 inh	CIT2-GFP yeast	GRK2 inh	Yeast superoxide	LAP4 TOR yeast
Cc1cc(OCC(=O)NCc2cccnc2)c2c(C)c(C)c(=O)oc2c1	95	100	99	16	98	1	109	101
COc1ccc(OCC(=O)NNC(=O)c2ccccc2OCc2c(C)noc2C)cc1	100	107	95	-2	94	0	106	106
CC(C)NC(=O)/C(=C/c1ccco1)c1ccccc1	97	94	98	0	104	0	96	97
O=C(c1ccc(S(=O)(=O)c2ccccc2)cc1)N1CCc2ccccc2C1	97	92	99	7	98	3	111	91
CCc1ccccc1NC(=O)N1CCc2ccccc21	106	106	103	5	103	0	84	106
Cc1occc1-c1nc(-c2ccncc2)no1	96	76	92	9	85	0	105	93
Cc1ccc(C(=O)N/C(=C/c2ccco2)C(=O)N2CCCCCC2)cc1	109	105	113	4	102	0	92	95
CN(C)c1nc(OCCNC(=O)COc2ccccc2Cl)nc(N(C)C)n1	107	101	105	-2	105	4	99	106

More records
molecule	MEP2-GFP yeast	AGP1 TOR yeast	RPL19A TOR yeast	VLA-4 inh	CIT2-GFP yeast	GRK2 inh	Yeast superoxide	LAP4 TOR yeast
Cc1ccc(-c2csc3nc4cc(C(=O)NC5CCC(O)CC5)ccc4c(=O)n23)cc1 (stereo not drawn)	98	92	99	-8	95	0	91	131
O=c1[nH]cnc2cc(Cl)ccc12	104	104	102	0	108	4	92	104
COc1ccccc1N1CCN(C(c2cccs2)C(C)NS(=O)(=O)c2ccccc2)CC1 (stereo not drawn)	98	96	99	0	90	0	136	96
O=C(O)c1ccccc1-c1ccccc1C(=O)NCc1ccccc1F	103	95	103	2	102	0	107	84
CCOc1cc(NC(=O)c2ccccc2C)c(OCC)cc1NC(=O)C1=Cc2ccccc2OC1	102	101	97	-3	108	0	103	94
CCOc1ccsc1C(=O)OC	99	103	97	-3	98	x	98	102
Cc1cc(C)c(NC(=O)CNC(=O)COC(=O)C2=COCCO2)c(C)c1	96	90	90	0	80	0	111	88
CCN(C(=O)C1CCN(S(=O)(=O)c2ccc3c(c2)oc(=O)n3C)CC1)c1cccc(C)c1	111	108	106	9	106	0	101	106
Cc1c(C(=O)Nc2ccc(Cl)cc2)c2ccccn2c1C(=O)c1ccc([N+](=O)[O-])cc1	103	108	101	6	101	2	100	107
CC(C)(C)OC(=O)CNC(=O)c1[nH]cnc1C(=O)N[C@@H](CCCCNC(=O)OC(C)(C)C)C(=O)OC(C)(C)C	98	89	95	5	90	2	113	95
